Bioassay records: PubChem BioAssay, Sanford-Burnham Center for Chemical Genomics
UBC13 polyUb: UBC13 polyubiquitin chain formation inhibitors, primary screen, biochemical, TR-FRET, uHTS. Ubiquitin-conjugating enzyme E2 N (Homo sapiens), P61088. inhibition, % at 20 µM. actives 0.47% (n = 330,000). AID 485273, 2010; in the data active = inhibition above about 45%, passing the limit was not always enough
Target sequence (P61088 whole entry, looked up): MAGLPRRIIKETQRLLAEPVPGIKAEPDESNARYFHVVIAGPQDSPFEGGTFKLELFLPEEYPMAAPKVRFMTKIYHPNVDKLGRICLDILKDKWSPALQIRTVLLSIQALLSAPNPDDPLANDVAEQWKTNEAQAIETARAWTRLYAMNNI
APJ antag: antagonists of human apelin receptor APJ, primary screen, CHO-K1 cells, beta-arrestin complementation, luminescence; AID 2521, 2010; inhibition, % at 20 µM; P35414; actives 0.32% (n = 330,000);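 active = inhibition above about 40% at 20 µM, limit read from the data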;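 also: cells challenged with 10 nM apelin-13 agonist together with compound; plate controls were apelin-13 plus DMSO wells for no effect and DMSO wells lacking apelin-13 for full effect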
Gli-Sufu block: Gli-Sufu pathway antagonists, primary screen, luciferase luminescence, Sufu-KO-LIGHT cells, uHTS | AID 588413, 2011 | inhibition, % at 5 µM | Sufu-KO-LIGHT fibroblasts, Gli luciferase reporter luminescence | actives 0.74% (n = 340,000);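 active = inhibition above about 55%, limit read from the data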;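 also: 0% = DMSO-treated cells and 100% = wells with medium but no cells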
CXCR6 inh: CXCR6 receptor inhibitors, primary screen, cell-based, beta-arrestin, luminescence, CHO-K1 PathHunter, 1536-well; inhibition, % at 20 µM; C-X-C chemokine receptor type 6 (Homo sapiens), O00574; actives 0.36% (n = 360,000); in the data active = inhibition above about 34%, passing the limit was not always enough;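 also: antagonist mode with CXCL16 agonist at 10 nM final; 0% = 10 nM CXCL16 with DMSO and 100% = unstimulated wells without agonist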
Target sequence (O00574 whole entry, looked up): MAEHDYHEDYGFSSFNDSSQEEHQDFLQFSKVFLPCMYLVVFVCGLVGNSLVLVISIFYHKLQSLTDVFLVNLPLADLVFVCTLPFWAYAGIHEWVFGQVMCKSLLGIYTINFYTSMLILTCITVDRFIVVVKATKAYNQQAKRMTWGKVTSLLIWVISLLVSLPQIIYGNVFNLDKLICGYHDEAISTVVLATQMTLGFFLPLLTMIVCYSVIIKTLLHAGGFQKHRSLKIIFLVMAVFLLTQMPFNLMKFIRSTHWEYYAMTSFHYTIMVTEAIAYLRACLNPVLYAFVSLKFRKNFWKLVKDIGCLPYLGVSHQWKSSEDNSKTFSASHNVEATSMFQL
APJ agonist: agonists of human apelin receptor APJ, primary screen, CHO-K1 cells, PathHunter beta-arrestin, luminescence | actives 0.11% (n = 330,000) | P35414 | AID 2520, 2010 | 0% DMSO wells, 100% apelin | activation, % at 20 µM;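 active = activation more than six SD over the plate average, tested at 20 µM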;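 also: 0% = DMSO alone and 100% = apelin-13 at 10 nM; some results filed as inactive read as strong as hits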
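Assay system: CHO-K1 cells stably expressing ProLink-tagged human APJ and arrestin–beta-gal acceptor. Compound dosing: 20 µM single point, 1% DMSO. Times: 16-18 h seeding, 90 min dark compound exposure, 60 min detection. Detection: beta-gal luminescence. Evaluation: APJ–arrestin association signal. Controls: negative DMSO alone, positive Apelin-13 at 10 nM.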
ATG4B inhibitor: ATG4B protease inhibitors, primary screen, biochemical, fluorescence, uHTS. AID 504462, 2011. actives 0.51% (n = 340,000). ATG4B cleavage of LC3-PLA2, NBD-HPC fluorescence, 1 h. Cysteine protease ATG4B (Homo sapiens), Q9Y4P1. inhibition, % at 8.33 µM; in the data active = inhibition above about 40%
Target sequence (Q9Y4P1 whole entry, looked up): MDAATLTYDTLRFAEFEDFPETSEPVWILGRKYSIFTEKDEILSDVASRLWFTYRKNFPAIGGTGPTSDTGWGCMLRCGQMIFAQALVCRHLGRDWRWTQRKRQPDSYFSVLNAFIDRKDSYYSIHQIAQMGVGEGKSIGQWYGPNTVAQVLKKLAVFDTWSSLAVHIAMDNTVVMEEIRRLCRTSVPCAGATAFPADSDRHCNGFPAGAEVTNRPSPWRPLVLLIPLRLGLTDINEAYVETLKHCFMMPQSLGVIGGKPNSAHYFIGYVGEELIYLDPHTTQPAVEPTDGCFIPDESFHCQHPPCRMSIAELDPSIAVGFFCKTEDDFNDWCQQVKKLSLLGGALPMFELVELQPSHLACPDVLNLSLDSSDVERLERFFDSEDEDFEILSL
EBI2 antag: EBI2 receptor antagonists, beta-arrestin recruitment, primary screen, cell-based, luminescence, 7a,25-OHC stimulation, uHTS; G-protein coupled receptor 183 (Homo sapiens), P32249; 7a,25-OHC stimulated; inhibition, % at 5 µM; actives 0.81% (n = 360,000); AID 651636, 2012; in the data active = inhibition above about 38%;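 also: enzyme fragment complementation signal reports receptor beta-arrestin coupling in cells; 0% = agonist plus DMSO wells and 100% = wells without agonist; some results beyond the cut were filed as inactive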
CCR6 antagonist: CCR6 receptor antagonists, primary screen, cell-based, CHO-K1, luminescence, beta-arrestin, uHTS | CHO-K1 CCR6 PathHunter beta-arrestin, CCL20-stimulated | inhibition, % at 20 µM | actives 0.49% (n = 340,000) | AID 493098, 2011;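 active = compounds whose inhibition of the agonist-driven luminescence signal at 20 µM reaches about 50%, limit read from the data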;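 also: cells stimulated with CCL20 at 14 nM final; plate controls were DMSO with CCL20 for no effect and DMSO without agonist for full effect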
* marks the source's active call; other numbers are inactive results; x = no result given.

SMILES	UBC13 polyUb	APJ antag	Gli-Sufu block	CXCR6 inh	APJ agonist	ATG4B inhibitor	EBI2 antag	CCR6 antagonist
CSc1ccccc1C(=O)C1CCCN(S(=O)(=O)c2c(C)noc2C)C1 (centres undefined)	4	18	8	-2	-3	31	3	14
COc1ccc(S(=O)(=O)N(CC(=O)NCC2CCCO2)C2CCCCC2)cc1OC (centres undefined)	-4	15	-11	-4	-3	1	-11	8
Cc1ccc(S(=O)(=O)N2CCCC2CNC(=O)c2ccc3c(c2)OCO3)cc1 (centres undefined)	3	8	-1	-9	4	-12	5	6
Cc1ccc2nc(SCC(=O)c3c[nH]c4ccccc34)[nH]c2c1	0	-16	-4	-15	1	12	-6	13
Cc1ccc2oc(=O)c3cc(C(=O)NCCCN4CC(C)CC(C)C4)sc3c2c1 (centres undefined)	18	32	4	7	-7	-6	-1	27
N#C/C(=C\c1cn(Cc2ccccc2)c2ccccc12)C(=O)NCc1ccco1	-8	-12	2	10	-3	6	9	8
COc1cc(NS(=O)(=O)c2ccc(N)cc2)nc(OC)n1	4	-2	-4	-5	-3	-1	3	-1
CN(C)CCNC(=O)c1sc2cccc(F)c2c1Cl	8	5	14	-1	-3	-13	-2	-1
Clc1ccccc1CSc1cc2c(nn1)-c1ccccc1CC2	-1	12	-55	2	-4	29	27	28
O=C(C1CCN(S(=O)(=O)N2CCOCC2)CC1)N1CCOCC1	2	-21	-6	8	-3	-3	-1	8
Nc1ccc(N2CCCCC2)c(S(=O)(=O)Nc2ccc(Cl)cc2)c1	19	16	1	5	-1	-8	15	10
CCNC(=S)NNC(=O)c1cc(-c2cccnc2)nc2ccccc12	-4	16	-10	14	-1	2	7	22
O=C(CN1C(=O)c2ccccc2C1=O)NC1CCCCC1	0	13	-2	-5	-1	6	7	7
Cc1cccnc1NC(=O)c1ccc(OCc2c(C)noc2C)cc1	-10	-20	8	4	-1	-11	-15	8
CCCNC(=O)CN1C(=O)COc2ccc(S(=O)(=O)N3CC(C)CC(C)C3)cc21 (centres undefined)	2	-6	-9	4	1	-12	6	2
O=C(Cn1c(CCCO)nc2ccccc21)Nc1ccccc1-c1ccccc1	-9	-16	7	6	-3	3	8	20
CCCCNC(=O)CSc1nc(COc2ccccc2)nc2ccccc12	6	20	0	4	-3	-1	5	17
COc1ccc(Nc2cc(C(=O)NCCCN3CCOCC3)c3ccccc3n2)cc1	-2	9	1	5	-6	3	11	18
CSC(=Nc1ccccc1)N=C(SCc1ccccc1)N(C)C	x	x	25	16	x	1	38	9
Cc1cc(-c2ccc(C)c(S(=O)(=O)NCCN3CCC(C)CC3)c2)on1	2	-15	28	-5	3	-5	-2	0
Cc1ccc(N/N=C2\CCS(=O)(=O)c3sccc32)cc1	-8	20	4	6	0	-6	14	41
COc1ccccc1NC(=O)C(C)N1C(=O)C2CCCCC2C1=O (centres undefined)	4	4	3	-3	-5	-47	5	-4
c1ccc(-c2noc(CN3CCN(C(c4ccccc4)c4ccccc4)CC3)n2)cc1	0	18	-21	12	3	2	23	18
COc1ccccc1OCC(=O)Nc1ccc(N2CCOCC2)cc1N1CCOCC1	0	20	8	-3	-4	-4	6	-1
CC(=O)N1CCN=C1SCc1ccccc1F	1	1	-4	-2	-2	-6	3	-3
COc1cccc(/C=C/C(=O)OCC(=O)NCC2CCCCC2)c1OC	18	-8	6	17	-4	-1	14	14
CNS(=O)(=O)c1cccc(C(=O)NCC2(N3CCCCC3)CCCCC2)c1	0	-15	12	2	-3	-3	1	6
CC(=O)Nc1nc(C)cs1	7	7	3	-1	-2	-5	-2	-5
Cc1ccc2c(c1C)NC(C(=O)O)C1CC=CC21 (centres undefined)	17	2	6	19	-1	14	-4	33
CC(C)OC(=O)c1ccc(NC(=O)c2ccco2)cc1	1	-10	-7	1	-2	-1	-9	-10

Structures listed so far that have a thiophene ring, fused or not (3):
SMILES	UBC13 polyUb	APJ antag	Gli-Sufu block	CXCR6 inh	APJ agonist	ATG4B inhibitor	EBI2 antag	CCR6 antagonist
Cc1ccc2oc(=O)c3cc(C(=O)NCCCN4CC(C)CC(C)C4)sc3c2c1 (centres undefined)	18	32	4	7	-7	-6	-1	27
CN(C)CCNC(=O)c1sc2cccc(F)c2c1Cl	8	5	14	-1	-3	-13	-2	-1
Cc1ccc(N/N=C2\CCS(=O)(=O)c3sccc32)cc1	-8	20	4	6	0	-6	14	41

The results go on:
SMILES	UBC13 polyUb	APJ antag	Gli-Sufu block	CXCR6 inh	APJ agonist	ATG4B inhibitor	EBI2 antag	CCR6 antagonist
O=C(c1cccc(S(=O)(=O)N2CCCC2)c1)N1CCCC(C(F)(F)F)C1 (centres undefined)	73*	17	0	2	-2	-3	0	-9
COc1ccc(-n2c(=S)[nH]c3cc(C(=O)NCCCN4CCOCC4)ccc3c2=O)c(OC)c1	-9	4	-5	5	-3	7	2	4
CCc1ccc(Cn2ncc3c(C(=O)O)cc(C)nc32)cc1	x	x	1	9	x	-1	-4	1
Cc1ccccc1-c1cc2nc(C)c(Cl)c(=O)n2[nH]1	-3	16	-1	-20	3	0	-7	4
CC(C)(C)C(=O)NC(=S)Nc1ccc(Cl)c(C(=O)O)c1	2	15	-7	1	-3	-3	-3	9
CC1=NN(c2ccccc2)C(=O)C1(C)C	-4	11	-13	-2	-3	-4	5	5
Oc1ccc(/C=N/n2c(-c3ccccc3)n[nH]c2=S)cc1	-5	-15	4	0	3	-3	-2	3
COc1ccc(C(=O)CCC(=O)Nc2ccc(N3CCCCC3)cc2)cc1OC	-2	2	43	-4	1	2	-11	14
Cc1ccc(C)c(NC(=O)CSc2nnc(CNC(=O)c3ccco3)n2C)c1	-3	6	1	-1	0	-1	-4	-3
COc1ccc(NC(=O)CSc2nnc(-c3ccoc3C)n2CC2CCCO2)cc1 (centres undefined)	-2	14	-4	0	-2	-1	-2	4
Cc1cc(NS(=O)(=O)c2ccc(NC(=O)Nc3cccc(C(F)(F)F)c3)cc2)no1	-10	6	-11	4	0	-6	3	-8
O=C(CCn1nc(-c2ccc(Cl)cc2)ccc1=O)N1CCN(c2ccc(F)cc2)CC1	2	-2	6	2	-2	-12	15	12
O=C(O)c1ccc(-c2ccc(/C=C3\NC(=O)N(Cc4ccc(Cl)cc4)C3=O)o2)cc1	x	x	8	2	x	6	-10	6
COc1cc(OC)c(S(=O)(=O)N2CCOCC2)cc1S(=O)(=O)N1CCOCC1	-4	7	-21	-12	-1	-5	-4	0
COc1cnc(-c2ccccn2)nc1N(C)c1ccccc1	-7	8	28	18	-5	2	2	4
COc1cc(-c2nnc(COc3ccc4ccccc4c3)o2)cc(OC)c1OC	6	20	8	-8	-2	-17	34	12
CN1CCN(NC(=O)c2ccc(S(=O)(=O)N3CCCCCC3)cc2)CC1	1	7	-16	2	-1	-9	7	-9
CC(C(=O)NCc1ccc(F)cc1)c1ccc([N+](=O)[O-])cc1 (centres undefined)	0	9	5	10	-5	-1	-12	17
CC(C)CNC(CC(=O)Nc1cccc([N+](=O)[O-])c1)C(=O)O (centres undefined)	-13	-16	-2	-3	-2	-6	-8	2
O=C(CN(Cc1ccc(F)cc1)C(=O)CNS(=O)(=O)c1ccc(F)cc1)NCc1ccco1	-1	9	9	1	-5	2	-12	-2
CCC[C@H]1CC(=O)C=C(c2ccsc2)ON1C(=O)OC(C)(C)C	x	x	-1	5	x	9	5	5
Cc1ccc2c(c1)NC(=O)C(CC(=O)NCCCN1CCN(c3cc(C)ccc3C)CC1)O2 (centres undefined)	-2	-52	3	2	-3	-5	-1	-3
COc1ccc(S(=O)(=O)N(C)C)cc1NCC(=O)Nc1ccc(Br)c(C)c1	-5	-3	x	-5	-2	-5	7	4
O=C(CSc1nncc2ccccc12)Nc1cccc(O)c1	6	-14	-5	1	1	-2	-9	7
COc1ccccc1N(Cc1ccccc1)S(=O)(=O)c1cccc(C(=O)Nc2cccc(C)n2)c1	-10	-1	24	6	10	-2	14	16
CC(NC(=O)c1ccc(Br)s1)C1CCCO1 (centres undefined)	3	-12	5	14	1	-5	-3	4
CC1CNC(=S)N(c2ccccc2)C1=O (centres undefined)	x	x	-4	0	x	0	-2	8
O=C(CSc1nn(-c2ccccc2)c(=S)s1)NC(=O)NCc1ccco1	7	22	2	0	-5	-16	8	12
Cc1ccc2c(c1)N(CCCC(=O)Nc1cccc(C(F)(F)F)c1)C(=O)CO2	0	16	7	-10	1	-1	-9	-2
CCCc1cc(=O)[nH]c(SCC(=O)Nc2cc(C)on2)n1	4	0	-6	5	-3	-5	-4	10
Cc1ccc(/C=C2\SC(=S)N(c3cccnc3)C2=O)cc1	-26	-15	-3	-2	-1	4	1	3
CCc1ccccc1NC(=O)CSc1n[nH]c(C)c1[N+](=O)[O-]	-16	3	9	7	-1	-4	-8	16
CC1CCCN(CC(O)COCc2ccccc2)C1 (centres undefined)	-5	-3	12	-2	-3	6	0	-6
CC(C)n1cnc2cc(NCc3ccccn3)ccc21	0	-23	-44	8	1	-9	-7	-4
CN1CCN(CCCNC(=O)c2ccc(CSCc3cccc(Cl)c3)o2)CC1	6	16	-1	x	1	-2	x	11
COc1cc(/C=C/C(=O)OCC(=O)Nc2ccc3c(c2)OCCO3)ccc1O	-6	10	-1	2	5	-15	-3	8
c1cncc(-c2noc(-c3ccc4ccccc4c3)n2)c1	8	-1	-60	3	-2	-2	5	-2
C[C@@]12C(=O)N(Cc3ccco3)CC(=O)N1[C@H]1c3ccccc3OC[C@@H]1[C@@H]2c1ccccc1	-3	7	1	4	0	-7	2	4
CC(=O)c1ccc(OCC(=O)Nc2cccc(S(=O)(=O)N3CCCC3)c2)cc1	-7	7	24	-2	4	7	-11	-10
COc1ccc(/C=C/C(=O)c2nc3ccccc3n2CC(=O)c2ccc(OC)cc2)cc1	-2	-3	-5	3	-9	-17	-49	3
CC(C)(C)C(=O)NC(=S)Nc1ccc(S(=O)(=O)Nc2nccs2)cc1	0	30	-18	5	-2	1	-1	14
Cc1c(C)n(C(=O)CN2CCC(C)CC2)c2ccccc12	6	-27	4	-4	-1	2	9	-3
COC(=O)Cn1c(=NC(=O)c2nc3ccccc3s2)sc2cc(S(N)(=O)=O)ccc21	17	10	8	3	1	-15	0	4
O=C(N[C@@H](Cc1ccccc1)C(=O)OCc1ccccc1)c1ccco1	-6	-19	-3	-6	-1	4	-3	-12
Cc1ccc(S(=O)(=O)NC(=O)c2cc(C)n(CC(c3ccccc3)N(C)C)c2C)cc1 (centres undefined)	9	0	-15	7	-2	-5	-14	15
COc1ccc(NC(=O)c2cc(-c3cc(C)c(C)cc3O)n[nH]2)c(OC)c1	1	9	x	-7	-3	-4	29	0
CC1CCCCC1NC(=O)CO/N=C/c1ccccc1OC(F)F (centres undefined)	-5	3	6	7	-3	12	0	14
CCOC(=O)COc1ccccc1/C=N/O	6	-7	2	6	-3	1	4	-5
Cc1ccc(C(NC(=O)C2CCCCC2)c2c(O)ccc3ccccc23)cc1 (centres undefined)	-1	4	-16	4	-3	-10	16	-1
Cc1ccc(C)c(N2CCN(CC3CCCCC3)CC2)c1	0	8	-41	2	-1	12	12	15
COc1ccc2nc(/N=C(\N)NC(=O)C(C)(C)C)nc(C)c2c1	11	8	-44	-7	0	-8	5	2
Nc1c(O)cccc1C(=O)O	-16	-16	2	-21	18	-5	-29	-18
